# KCNQ1 act: potentiates or activates the human KCNQ1 potassium channel; P51787; CHO-K1 KCNQ1, thallium flux FluxOR fluorescence; active compounds read high; B-score at 10 µM; 0.35% of 310,000 active; AID 2648;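 active = fluorescence ratio B-score, a plate-corrected score, at least three library SD, with initial intensity B-score within 5 SD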
#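 Assay system: CHO-K1 cells stably expressing KCNQ1. Medium: assay buffer for compound exposure, DMSO matched across wells. Timing: 37 °C overnight plating, 90-min dark dye load, 20-min compound pretreatment. Signal: kinetic FluxOR fluorescence, 10 s baseline plus 110 s post-stimulus.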
# ANO1 activ: activators or potentiators of mouse TMEM16A chloride channel | Q8BHY3 | HEK293 TMEM16A/YFP-H148Q/I152L, iodide quench fluorescence; active compounds read low | B-score at 10 µM | 0.3% of 340,000 active | AID 623877;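 active = fluorescence-ratio B-score plate-corrected deviation score at least 3 library SD below zero, with starting fluorescence score within 5 deviations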;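 also: channel opened by trigger with iodide after compound preincubation; score built on the fluorescence ratio of max minus min over baseline; more negative score means more quench and so TMEM16A activation or potentiation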
# ANO1 block: mouse TMEM16A channel inhibition, primary screen. HEK293 TMEM16A/YFP iodide influx fluorescence, ionomycin. normalized B-score (activity score, 25-100; higher = stronger inhibition) at 10 µM. 1.2% of 310,000 active. AID 588511;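 active = ratio plate-corrected score three or more library SD toward inhibition, starting fluorescence score within five deviations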;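 also: score derived from kinetic fluorescence span divided by baseline fluorescence per well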
# TRPC4 act: opens the mouse TRPC4 cation channel. Q9QUQ5. B-score at 10 µM. HEK293 TRPC4beta/mu-opioid, Fluo4 calcium fluorescence; active compounds read high. AID 2237. 0.49% of 310,000 active;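 active = B-score above 5 SD of library B-scores, and initial fluorescence ratio not above library mean plus 5 SD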;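 also: positive B-score marks a calcium rise read as TRPC4 activation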
# Target sequence (Q9QUQ5 whole entry, looked up): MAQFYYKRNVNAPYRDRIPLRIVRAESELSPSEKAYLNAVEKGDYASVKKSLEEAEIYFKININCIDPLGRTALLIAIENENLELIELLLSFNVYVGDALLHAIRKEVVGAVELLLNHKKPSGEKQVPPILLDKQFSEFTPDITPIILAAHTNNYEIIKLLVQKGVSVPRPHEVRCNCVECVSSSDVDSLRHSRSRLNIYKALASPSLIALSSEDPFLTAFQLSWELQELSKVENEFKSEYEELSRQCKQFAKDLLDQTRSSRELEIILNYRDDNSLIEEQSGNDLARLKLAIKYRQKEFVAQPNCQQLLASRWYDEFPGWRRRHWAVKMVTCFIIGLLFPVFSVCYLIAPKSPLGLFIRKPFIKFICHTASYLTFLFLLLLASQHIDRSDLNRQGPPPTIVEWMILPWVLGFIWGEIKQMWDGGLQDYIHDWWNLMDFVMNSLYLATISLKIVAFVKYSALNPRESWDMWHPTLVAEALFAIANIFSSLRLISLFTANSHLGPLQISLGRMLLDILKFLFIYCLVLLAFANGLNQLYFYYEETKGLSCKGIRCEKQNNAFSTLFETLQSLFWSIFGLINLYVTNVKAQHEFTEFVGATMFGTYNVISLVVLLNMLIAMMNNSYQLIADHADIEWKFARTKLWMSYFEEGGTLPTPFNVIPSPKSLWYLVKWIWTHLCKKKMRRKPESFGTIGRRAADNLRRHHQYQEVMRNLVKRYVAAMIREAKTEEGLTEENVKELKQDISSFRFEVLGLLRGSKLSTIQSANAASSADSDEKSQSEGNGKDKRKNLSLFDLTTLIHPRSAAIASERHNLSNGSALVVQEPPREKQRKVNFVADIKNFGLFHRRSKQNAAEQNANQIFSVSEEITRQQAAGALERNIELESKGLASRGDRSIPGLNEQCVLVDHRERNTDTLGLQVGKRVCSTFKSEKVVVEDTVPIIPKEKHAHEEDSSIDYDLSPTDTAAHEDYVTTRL
#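 System – HEK293 cells stably co-expressing mouse TRPC4beta and mu-opioid receptor · Signal – Fluo4 calcium-sensitive dye fluorescence, kinetic, 1 Hz baseline · Benchmarks – buffer (low) and maximal DAMGO (high) · Read-out – B score of integrated fluorescence ratio per well · Incubation – dye loading 45 min room temperature, 110 s kinetic read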
# KCNK9 inh: inhibitors of human KCNK9 two-pore domain potassium channel; Q9NPC2; HEK293 KCNK9, FluxOR thallium flux fluorescence; active compounds read low; B-score at 10 µM; 1.2% of 310,000 active; AID 488922;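 active = ratio B-score over 3 SD below the library mean, with starting fluorescence within 5 SD of its mean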;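 also: negative B-score means less thallium flux so channel inhibition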
# KCNK3 inh: human KCNK3 channel inhibition, primary screen. O14649. CHO-KCNK3 thallium flux, FluxOR fluorescence; active compounds read low. B-score at 10 µM. 0.84% of 340,000 active. AID 602410;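 active = B-score under library mean minus 4 SD, starting fluorescence ratio at most library mean plus 5 SD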;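 also: more negative B-score means stronger inhibition of thallium flux through KCNK3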
# HDAC3 inh: human HDAC3 inhibition; O15379; recombinant HDAC3, fluorogenic peptide/trypsin coupled, fluorescence; inhibition, % at 8.3 µM; 0.15% of 320,000 active; in the data active = inhibition above about 26%, passing the limit was not always enough; inconclusive = no clear call, values can overlap the other calls
# Dyrk1A ADPGlo: inhibitors of rat Dyrk1A kinase; inhibition, % at 12.5 µM; ADP-Glo luminescence, NFATc1 peptide; 0.43% of 310,000 active; in the data active = inhibition above about 50%;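 also: plate controls were vehicle with enzyme for no effect and no enzyme for full effect; many of its hits are not listed in these tables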
# TRPC4 PAM: allosterically enhances the mouse TRPC4 cation channel. B-score at 10 µM. AID 2227. 0.42% of 310,000 active. Q9QUQ5. HEK293 TRPC4beta/mu-opioid, DAMGO EC20, Fluo-4 Ca2+ flux; active compounds read high;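 active = B-score of calcium response area above 5 SD of library B-scores, with initial fluorescence ratio within 5 SD of library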;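 also: B-score of integrated fluorescence ratio over time as area under calcium response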
# KCNQ1 inh: blocks the human KCNQ1 potassium channel. 1.3% of 310,000 active. AID 2642. B-score at 10 µM. P51787. CHO-K1 KCNQ1, FluxOR thallium flux fluorescence; active compounds read high;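 active = compounds whose thallium flux B-score, printed positive for inhibition, exceeds three library SD while starting fluorescence stays within three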;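 also: channel opened by potassium depolarization with thallium stimulus after 20 min compound exposure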
# hERG rescue: shields human hERG channel from block by proarrhythmic agents | Q12809 | CHO-hERG, FluxOR thallium flux, dofetilide IC70 present | activation (rescue from dofetilide block), less the hit threshold, % at 10 µM | 0.51% of 310,000 active;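 active = activation above the mean of controls blocked by dofetilide plus 5 SD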;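 also: thallium influx through hERG after potassium depolarization seen as dye fluorescence rise; in these data hits start at about 4.7%; inactives centre near -7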
# Starred values were filed as active, the others as inactive; i = inactive; ? = inconclusive; · = no result given. Only part of the results is shown. The share of hits here may be higher or lower than overall.
SMILES,KCNQ1 act,ANO1 activ,ANO1 block,TRPC4 act,KCNK9 inh,KCNK3 inh,HDAC3 inh,Dyrk1A ADPGlo,TRPC4 PAM,KCNQ1 inh,hERG rescue
CC(=O)c1cccc(NC(=O)CSc2nc(N3CCOCC3)nc(N3CCOCC3)n2)c1,i,i,i,i,i,i,2.9,-0.9,i,i,-9.3
CCOc1cc(/C=C(\C#N)C(=O)NCC2CCCO2)ccc1OCC(N)=O (stereo not given),i,i,i,i,i,i,0.1,-7.4,i,i,-6.3
COc1nc(Oc2ccc(/C=N/O)cc2)nc(N(C)C)n1,i,i,i,i,i,i,5.4,6.8,i,i,-2.4
O=C(Nc1nc2ccccc2s1)Nc1ccc([N+](=O)[O-])cc1Cl,i,·,i,i,i,·,-2.4,·,i,i,-7.0
COc1ccc(-c2cc3c(=O)n(CC(=O)NCCN4CCCC4)nc(C)n3n2)cc1,i,i,i,i,i,i,-5.6,-1.4,i,i,-5.8
CCn1c(=O)c(=O)[nH]c2c(=O)oc3ccc(S(=O)(=O)Nc4ccc(OC)cc4)cc3c21,i,i,i,i,i,i,-3.1,-5.9,i,i,-2.9
N#CCCn1c(O)c(N=NC(=O)CNC(=O)c2cccs2)c2ccccc21,i,i,i,i,i,i,·,3.6,i,i,-12.3
Cc1nc(C(=O)N(C)C)nn1-c1ccc([N+](=O)[O-])cc1,i,i,i,i,i,i,-0.1,-3.2,i,i,-6.1
Cc1ccc2cc(C#N)c(N3CCCN(C(=O)c4cnccn4)CC3)nc2c1,i,i,i,i,i,i,3.2,-0.3,i,i,-10.3
Fc1ccc(/C=N/NC(=S)Nc2cccnc2)cc1F,i,i,i,i,i,i,8.6,3.4,i,i,-16.8
O=C(N/N=C/C=C/c1ccccc1)c1ccc(Br)cc1,i,i,i,i,i,i,11.5,-6.2,i,i,0.9
CCOC(=O)c1cccc(Nc2ncnc3ccccc23)c1,i,i,i,i,i,i,6.3,-4.9,i,i,-6.2
Clc1ccc(N/N=C/c2ccncc2)cc1Cl,i,i,i,i,i,i,0.2,-0.1,i,i,-9.0
Clc1ccc(Cn2cccn2)cn1,i,i,i,i,i,i,-3.3,-2.0,i,i,-0.4
CC(=O)Nc1cc(Br)ccc1O,i,i,i,i,i,i,-10.8,-2.1,i,i,-7.4
CC(=O)c1c[nH]c(C(=O)NCc2cccc(C(F)(F)F)c2)c1,i,i,i,i,i,i,-2.5,2.4,i,i,-4.8
CCc1nnc(NS(=O)(=O)c2ccc(NC(=O)Nc3ccc(OC)cc3)cc2)s1,i,i,i,i,i,i,3.5,10.6,i,i,-10.3
O=C(CCCCC(=O)Nc1ccc(F)cc1F)Nc1ccc(F)cc1F,i,i,i,i,i,i,1.4,2.3,i,i,-6.6
COc1ccccc1C(=O)NC(=O)COC(=O)CCS(=O)(=O)c1ccc(C)cc1,i,i,i,i,i,i,0.1,8.5,i,i,-10.5
CC1Nc2ccccc2C(=O)N1NS(=O)(=O)c1ccccc1 (stereo not given),i,i,i,i,i,i,4.7,-7.9,i,i,-7.4
CCOC(=O)c1ccc(N2NC(=O)/C(=C/c3ccc(OC(=O)c4ccco4)c(OC)c3)C2=O)cc1,i,·,i,i,i,·,?,·,i,i,-8.7
COC(=O)c1ccc(CN2CCC(CO)(CCOc3ccccc3)CC2)cc1,i,i,i,i,i,i,-0.9,2.1,i,i,-11.7
Cc1ccc(N(CC(=O)Nc2ccc3c(c2)OCCO3)S(C)(=O)=O)cc1,i,i,i,i,i,i,1.6,-4.2,i,i,-2.2
COc1ccc(CCNC(=O)C2CC(=O)N(c3ccc(F)cc3)C2)cc1OC (stereo not given),i,i,i,i,i,i,-5.4,4.3,i,i,-12.7

# Arranged by molecular weight (falling): part of the list above.
SMILES,KCNQ1 act,ANO1 activ,ANO1 block,TRPC4 act,KCNK9 inh,KCNK3 inh,HDAC3 inh,Dyrk1A ADPGlo,TRPC4 PAM,KCNQ1 inh,hERG rescue
CCOC(=O)c1ccc(N2NC(=O)/C(=C/c3ccc(OC(=O)c4ccco4)c(OC)c3)C2=O)cc1,i,·,i,i,i,·,?,·,i,i,-8.7
CCc1nnc(NS(=O)(=O)c2ccc(NC(=O)Nc3ccc(OC)cc3)cc2)s1,i,i,i,i,i,i,3.5,10.6,i,i,-10.3
COc1ccc(CCNC(=O)C2CC(=O)N(c3ccc(F)cc3)C2)cc1OC (stereo not given),i,i,i,i,i,i,-5.4,4.3,i,i,-12.7
COC(=O)c1ccc(CN2CCC(CO)(CCOc3ccccc3)CC2)cc1,i,i,i,i,i,i,-0.9,2.1,i,i,-11.7
N#CCCn1c(O)c(N=NC(=O)CNC(=O)c2cccs2)c2ccccc21,i,i,i,i,i,i,·,3.6,i,i,-12.3
Cc1ccc(N(CC(=O)Nc2ccc3c(c2)OCCO3)S(C)(=O)=O)cc1,i,i,i,i,i,i,1.6,-4.2,i,i,-2.2
Cc1ccc2cc(C#N)c(N3CCCN(C(=O)c4cnccn4)CC3)nc2c1,i,i,i,i,i,i,3.2,-0.3,i,i,-10.3
O=C(CCCCC(=O)Nc1ccc(F)cc1F)Nc1ccc(F)cc1F,i,i,i,i,i,i,1.4,2.3,i,i,-6.6
O=C(N/N=C/C=C/c1ccccc1)c1ccc(Br)cc1,i,i,i,i,i,i,11.5,-6.2,i,i,0.9
CC(=O)c1c[nH]c(C(=O)NCc2cccc(C(F)(F)F)c2)c1,i,i,i,i,i,i,-2.5,2.4,i,i,-4.8
CCOC(=O)c1cccc(Nc2ncnc3ccccc23)c1,i,i,i,i,i,i,6.3,-4.9,i,i,-6.2
Fc1ccc(/C=N/NC(=S)Nc2cccnc2)cc1F,i,i,i,i,i,i,8.6,3.4,i,i,-16.8
Clc1ccc(N/N=C/c2ccncc2)cc1Cl,i,i,i,i,i,i,0.2,-0.1,i,i,-9.0
CC(=O)Nc1cc(Br)ccc1O,i,i,i,i,i,i,-10.8,-2.1,i,i,-7.4
Clc1ccc(Cn2cccn2)cn1,i,i,i,i,i,i,-3.3,-2.0,i,i,-0.4

# (list continues)
SMILES,KCNQ1 act,ANO1 activ,ANO1 block,TRPC4 act,KCNK9 inh,KCNK3 inh,HDAC3 inh,Dyrk1A ADPGlo,TRPC4 PAM,KCNQ1 inh,hERG rescue
Cc1ccc(C)c(OCc2cc(C(=O)N3CCNC(=O)C3)no2)c1,i,i,i,i,i,i,-2.7,-0.3,i,i,-0.1
O=C(Nn1c(-c2ccccc2)nc2ccccc2c1=O)C1CCC1,i,i,i,i,i,i,-6.1,-2.4,i,i,-8.3
COc1ccc(NC(=O)NCc2cccn2C)c(OC)c1,i,i,i,i,i,i,1.1,-0.2,i,i,-3.6
Clc1cccc(Cl)c1Cn1cnc2c(NCc3ccco3)ncnc21,i,i,i,i,i,i,-0.9,2.0,i,i,-7.3
CC1=CC(=C(C#N)C#N)C=C(C)N1CCN1CCNCC1,i,i,i,i,i,i,6.3,0.4,i,i,-18.7
c1csc(CNCCCN2CCOCC2)c1,i,i,i,i,i,i,-1.8,3.5,i,i,-4.0
On1c2c(c3c4nonc4ccc31)CCCC2,i,·,100*,i,i,·,-5.4,·,i,i,-44.3
CC(O)CNc1ccc([N+](=O)[O-])cc1S(=O)(=O)N1CCOCC1 (stereo not given),i,i,i,i,i,i,-10.0,-3.2,i,i,-10.2
O=C1c2ccccc2NC(c2ccccc2Cl)N1N=C1CCCCCC1 (stereo not given),i,i,i,i,i,i,-8.0,-9.3,i,i,-8.5
NC(=S)N=Nc1c(O)[nH]c2ccccc12,i,i,i,i,i,i,·,9.4,i,i,-10.9
N/C(=N/O)c1nc(N2CCCC2)nc(N(c2ccccc2)c2ccccc2)n1,i,i,i,i,i,i,2.8,-4.7,i,i,-1.6
CCC(=O)Nc1cc(-c2nn(CC(=O)N3CCCCC3)c(=O)c3ccccc23)ccc1N1CCOCC1,i,i,i,i,i,i,-4.5,-7.6,i,i,-11.9
C=CCOc1ccccc1CN1CCSCC1,i,i,i,i,i,i,-3.7,-3.5,i,i,-1.3
CCCC(=O)Nc1nc2c(c(=O)[nH]1)CCCC2,i,i,i,i,i,i,-2.5,2.6,i,i,-4.6
CN(C(=O)c1cc(-n2cnnc2)ccc1Cl)c1ccccc1,i,i,i,i,i,i,1.4,-3.4,i,i,0.1
CC1CN(S(=O)(=O)c2ccc(-c3nc4ccccc4s3)cc2)CC(C)O1 (stereo not given),i,i,i,i,i,i,-2.2,6.1,i,i,4.6*
O=C(/C=C/c1ccc2ccccc2c1)c1ccoc1,i,i,i,i,i,i,-2.3,-1.6,i,i,-3.3
Cc1ccc(SCc2cc(=O)[nH]c(N3CCN(C)CC3)n2)cc1,i,i,i,i,i,i,-1.0,4.8,i,i,-5.6
COc1ccc(CCC(=O)OCC(=O)Nc2ccc(OC)c(OC)c2)cc1OC,i,i,i,i,i,i,-3.8,-1.1,i,i,-3.9
O=C(c1ccco1)N1CCN(C(=O)c2cc(-c3ccccc3F)no2)CC1,i,i,i,i,i,i,-0.8,-3.1,i,i,-9.3
CC(=O)c1ccc(O)c(CSc2nncn2C)c1,i,i,i,i,i,i,0.7,5.5,i,i,-11.1
COc1ccc(Cn2c(=S)[nH]c3ccccc3c2=O)cc1,i,i,i,i,i,i,1.1,-0.4,i,i,-0.5
CC(C)(C)C(O)CN1CCCC1 (stereo not given),i,i,i,i,i,i,-0.2,0.4,i,i,-10.9
CSCC(=O)N1CCCC(C(=O)c2cc(F)ccc2F)C1 (stereo not given),i,i,i,i,i,i,3.8,4.3,i,i,-7.2
Cc1cc(C(=O)NC2CCCc3c2cnn3-c2cccc(C)c2C)no1 (stereo not given),i,i,25*,i,i,i,7.6,0.5,i,i,-8.2
O=C(CN1CCC(C(=O)c2ccc(F)cc2)CC1)Nc1ccccc1Cl,i,i,i,i,i,i,-4.4,3.6,i,i,-8.7
Cc1ccc2c(c1)OC(=O)CC2c1ccccc1 (stereo not given),·,i,i,·,·,i,-7.5,4.8,·,·,·
CCOC(=O)Cc1c(C)nc2c(-c3ccccc3)c(C)[nH]n2c1=O,i,i,i,i,i,i,·,-7.8,i,i,-10.7

# Bioassay records: PubChem BioAssay, several laboratories
